High-throughput results as filed in PubChem.
West Nile virus CPE = West Nile virus antiviral activity, cell-based, CPE readout (AID 1621); 290,000 compounds, 0.02% hits; CPE inhibition, % at 10 µM; hits with a dose series show IC50 in µM; West Nile virus-infected cells, CPE inhibition; higher % means a stronger effect; in the data active = a potency from the dose series; inconclusive = CPE inhibition mostly from about 3.7% at the one dose, without a potency; inactive = the rest, 99 in 100 with CPE inhibition below about 2.2%; also: strong numbers were not always called active
human PMI inhibitors = MPI inhibition at elevated mannose 6-phosphate – biochemical, fluorescence intensity, high mannose 6-phosphate, primary screen (AID 1220). inhibition, % at 20 µM; hits with a dose series show IC50 in µM. 190,000 compounds, 0.66% hits. recombinant PMI enzyme, coupled fluorescence intensity; higher % means a stronger effect; in the data active = inhibition above about 50%
P. falciparum M17LAP = P. falciparum M17LAP inhibitors, primary screen, biochemical, fluorogenic H-Leu-NHMec substrate, 1536-well (AID 1619) | 220,000 compounds, 0.38% hits | inhibition, % at 30 µM; hits with a dose series show IC50 in µM | recombinant M17LAP, H-Leu-NHMec fluorogenic kinetic assay; higher % means a stronger effect;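 active = compound inhibiting the enzyme by more than half at any dose during confirmatory dose-response retesting; inconclusive = strong single-dose inhibitors picked by rank but not retested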;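 also: plate controls were full reaction with DMSO carrier for no effect and no enzyme background for full effect; strong numbers were not always called active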
XIAP displacement = small molecules displacing peptide from XIAP – biochemical, IAP family, fluorescence polarization (AID 1018); XIAP BIR domain, fluorescence polarization peptide displacement; higher % means a stronger effect; 200,000 compounds, 0.007% hits; displacement, % at 20 µM, or IC50 in µM where a hit was titrated; in the data active = displacement above about 50%; also: a part of the inactive calls stands beside numbers as strong as those of hits
P. falciparum M1AAP = P. falciparum M1AAP inhibitors, biochemical, fluorogenic H-Leu-NHMec substrate, 1536-well (AID 1445) | recombinant M1AAP, H-Leu-NHMec fluorogenic kinetic assay; higher % means a stronger effect | inhibition, % at 30 µM; hits with a dose series show IC50 in µM | 220,000 compounds, 0.42% hits;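 active = primary inhibition above the hit cutoff, then over 50% inhibition at one or more dose response concentrations, cut at about 23% in these data, passing the limit was not always enough; inconclusive = conflicting primary data, or primary hits not chosen for dose response; inactive = low primary inhibition, or under 50% at every dose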;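 also: plate controls were DMSO full reaction for no effect and no enzyme background for full effect; strong numbers were not always called active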
Siah-1 displacement = Siah-1 peptide-binding antagonists, primary screen, biochemical, fluorescence polarization, rhodamine-plectin, uHTS (AID 1817) | displacement, % at 20 µM; hits with a dose series show IC50 in µM | 290,000 compounds, 0.02% hits | Siah-1 / rhodamine-plectin peptide fluorescence polarization; higher % means a stronger effect;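 active = displacement of at least 50% at 20 µM, with a fluorescence ratio check between 0.3 and a set limit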;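 also: plate controls were Siah plus tracer with DMSO for no effect and tracer alone without Siah for full effect; strong numbers were not always called active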
CSM14.1 death rescue = protection against thapsigargin-triggered cell killing – 384-well, CSM14.1, ATP luminescence, primary screen (AID 1222) | cellular ATP content (survival), % at 20 µM; hits with a dose series show EC50 in µM | 190,000 tested, under 10 active | CSM14.1 thapsigargin-induced death rescue, ATP luminescence; higher % means a stronger effect;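 active = EC50 below 50 µM in the dose-response confirmation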;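 also: death triggered by thapsigargin at about 15 µM added after 2 h compound pretreatment; cell ATP read after overnight thapsigargin exposure of roughly 18 to 22 hours; normalized against plate controls of thapsigargin alone and 5% DMSO vehicle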
PhoP inhibition = PhoP-dependent GFP reporter repression – Salmonella Typhimurium, primary screen (AID 1863) | S. Typhimurium PhoP-regulated promoter GFP reporter, 4 h; higher % means a stronger effect | inhibition, % at 50 µM; hits with a dose series show IC50 in µM | 300,000 compounds, 0.16% hits;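 active = inhibition over 29.93%, a cutoff 3 SD above the screen mean, later confirmed by dose response; inconclusive = inhibition over 29.93% but no dose response follow-up; inactive = inhibition at most 29.93% or unconfirmed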;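 also: 0% = low Mg2+ inducing control and 100% = high Mg2+ repressing control; strong numbers were not always called active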
Yfh1-off respiration = enhancers of respiration in Yfh1-depleted yeast, dose response, Friedreich's ataxia, plus single-dose screen (AID 1465); 220,000 compounds, 0.074% hits; fold induction at 50 µM, or EC50 in µM where a hit was titrated; S. cerevisiae Yfh1-off respiration, WST-1 reduction, 72 h; higher fold induction means a stronger effect;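 active = fold induction of absorbance versus untreated yeast above a set limit, then at least 30% activation at any dose in follow-up; inconclusive = repeats straddling the limit, or above it without dose testing; inactive = fold induction below the set limit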;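 also: activators that raise dye reduction in frataxin-depleted yeast; strong numbers were not always called active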
An asterisk follows results filed as active; i = inactive; ? = inconclusive; . = no result given.

Sequence of screens: PhoP inhibition	P. falciparum M17LAP	West Nile virus CPE	Yfh1-off respiration	Siah-1 displacement	CSM14.1 death rescue	XIAP displacement	human PMI inhibitors	P. falciparum M1AAP
Cc1[nH]n(-c2cccc3ccccc23)c(=O)c1C=Nc1ccc2[nH]c(=O)[nH]c2c1
 : -6%	2%	0.0%	i	2%	-1.9%	-1.6%	2%	14%
Cc1cccc(-c2noc(-c3ccc4c(c3)OCO4)n2)c1
 : -7%	0%	-0.8%	i	2%	-4.4%	-5.4%	9%	0%
Cc1cccc(C(=O)O/N=C/c2c(N3CCOCC3)n(C)c3ccccc23)c1
 : 3%	9%	1.6%	i	3%	-0.8%	0.1%	9%	2%
CCCN(CC1CC1)c1nc(N)c2c(N)nc(OC)cc2c1C#N
 : 0%	-9%	0.5%	i	-1%	3.4%	-3.9%	42%	9%
COc1ccc(C)c2sc(NC(=O)C3=COCCO3)nc12
 : -1%	0%	0.5%	i	1%	-3.1%	-8.4%	3%	2%
CCCCn1c2ccc(F)cc2c2nnc(NN)nc21
 : 8%	10%	-0.9%	i	-1%	0.6%	-3.6%	7%	5%
Cc1cc(C=C2C(=O)c3ccccc3C2=O)c(C)n1-c1ccccc1
 : -9%	-4%	-0.4%	i	4%	-9.5%	-6.9%	9%	6%
C/C(=N\n1cnnc1)c1ccccc1
 : -2%	-3%	0.2%	i	4%	-1.1%	-3.2%	13%	9%
COc1ccnc(NCc2cccnc2)c1C#N
 : 10%	-7%	-0.1%	i	-2%	-0.3%	-10%	7%	-1%
O=C(/C=C\c1ccco1)Nc1ccc(N2CCN(C(=O)c3ccccc3)CC2)cc1
 : -8%	6%	-0.7%	i	3%	-5.7%	-2.2%	0%	9%
C/C(=N\NC(=O)c1ccccc1)c1cc2cc([N+](=O)[O-])ccc2oc1=O
 : -3%	25%	0.1%	i	21%	2.6%	-8.6%	-14%	32%
Cc1ccc2[nH]c(=O)c(CN(Cc3ccccc3)Cc3nnnn3C3CCCC3)cc2c1
 : 25%	1%	-1.2%	i	4%	-0.7%	-7.4%	14%	-7%
COc1ccc([N+](=O)[O-])cc1NC(=O)CSc1nc(C)cc(C)n1
 : 15%	1%	-0.7%	i	10%	-1.8%	-2.9%	-16%	4%
Clc1ccc(-c2nnc(COc3ncnc4ccccc34)o2)cc1
 : 4%	2%	0.7%	i	4%	.	-4.3%	10%	-2%
CC(C)c1ccc(Nc2ncccc2C(=O)O)cc1
 : -6%	14%	0.3%	i	0%	-2.8%	-6.8%	-3%	-1%
COc1ccc(/C=C/C(=O)NCC2COc3ccccc3O2)c(OC)c1 (stereo unspecified)
 : -5%	9%	-0.2%	i	-6%	-1.0%	-8.8%	7%	7%
COc1ccccc1-n1nnnc1SCC(=O)NC1CCCC1
 : 6%	6%	0.1%	i	2%	-1.8%	-0.1%	4%	2%
O=C(NCc1ccccc1)C1CCC1
 : 12%	4%	0.5%	i	7%	0.5%	-1.3%	-7%	1%
O=C(COC(=O)CCCNC(=O)c1ccc(Cl)cc1)NC1CC1
 : 16%	4%	0.9%	i	-2%	-2.4%	-4.9%	-8%	-2%
CN1C(=O)/C(=C/c2ccccc2Cl)Sc2ccc(C(=O)NCc3cccnc3)cc21
 : 1%	-1%	-0.7%	i	-2%	0.4%	-4.7%	2%	7%
O=C(NC1CCCC1)C1CC(=O)N(CCc2ccccc2)C1 (stereo unspecified)
 : -1%	14%	0.1%	i	-1%	-1.5%	-3.6%	2%	1%
CC1CC1C(=O)OCC(=O)Nc1ccc2[nH]c(=O)[nH]c2c1 (stereo unspecified)
 : 7%	-2%	0.7%	i	13%	-1.2%	-6.1%	13%	-6%
COC(=O)c1ccccc1NC(=O)c1ccc(-c2ccccc2F)o1
 : 3%	-7%	-0.3%	i	3%	3.2%	-1.7%	3%	5%
CC(=O)Nc1ccc(S(=O)(=O)N2CCCc3ccccc32)cc1
 : -6%	16%	2.8%	i	6%	-1.2%	-2.4%	14%	7%
CCOc1cc(C(=O)O/N=C(\N)c2ccc([N+](=O)[O-])cc2)cc(OCC)c1OCC
 : 23%	-5%	-1.2%	i	6%	-0.1%	-18%	3%	-11%
O=C(CN(C(=O)Cn1nnc(-c2cccs2)n1)c1ccc2c(c1)OCCO2)NCc1ccccc1
 : -4%	7%	-0.1%	i	2%	0.2%	-6.8%	-2%	-4%
CCS(=O)c1ccccc1C(=O)O (stereo unspecified)
 : -7%	10%	0.3%	i	-5%	0.0%	-2.4%	10%	2%
Nc1nc(NCC2CCCO2)nc(Nc2cccc(Cl)c2)c1[N+](=O)[O-] (stereo unspecified)
 : 6%	-10%	-0.1%	i	-1%	.	.	.	-5%
CC(=O)N1CCc2[nH]c3ccccc3c2C1
 : 11%	12%	1.0%	i	-3%	-0.9%	0.2%	7%	-1%
Cc1cc(C(C)(C)C)oc1C(=O)Nc1ccc(CC(=O)O)cc1
 : 6%	20%	0.3%	i	4%	0.8%	-4.8%	-4%	4%
NC(=O)C1=C[C@H](c2csc3ccccc23)C[C@H](OCCCCO)O1
 : -2%	5%	0.3%	i	-3%	1.6%	-4.4%	63%*	5%
Clc1ccc(CN(Cc2ccccc2)C(c2cccs2)c2nnnn2C2CCCC2)cc1 (stereo unspecified)
 : -4%	-4%	-0.2%	i	-2%	0.1%	-1.3%	0%	8%
COC(=O)c1ccc(CSCC(=O)Nc2ccccc2)cc1
 : -6%	2%	-0.5%	i	10%	-0.4%	-3.1%	6%	8%
COc1cc(CCC(=O)Nc2cc(Cl)ccc2N2CCN(C)CC2)cc(OC)c1OC
 : 3%	-5%	?	i	-5%	.	-5.1%	4%	-2%
CC(=O)N1N=C(c2ccco2)CC1c1cc2ccc(C)cc2nc1Cl (stereo unspecified)
 : -8%	-3%	-0.3%	i	4%	.	.	.	-1%
Cc1cc(/C=C\c2nc(O)c([N+](=O)[O-])c(=O)[nH]2)c(C)n1-c1ccccc1
 : 2%	28%	-0.1%	i	12%	-1.1%	-4.8%	-4%	-2%
COc1ccc(NC(=O)COC(=O)CNS(=O)(=O)c2ccccc2)cc1OC
 : -6%	7%	-0.3%	i	0%	-0.3%	-5.2%	6%	7%
CN(C)CCOc1cccc(Cl)c1
 : 4%	-3%	-0.3%	i	3%	-0.6%	-7.0%	-13%	-2%
CC(C)CN1C(=O)c2ccc(NC(=O)c3ccccc3F)cc2C1=O
 : -5%	-6%	-0.5%	i	3%	0.0%	-5.7%	-5%	0%
COc1ccc(-c2nc(CC(=O)O)cs2)cc1OC
 : -3%	5%	-0.3%	i	5%	2.2%	-0.6%	-12%	7%
O=C(Nc1nnc(COc2ccc(Cl)cc2)s1)c1ccc([N+](=O)[O-])cc1
 : -11%	3%	0.3%	i	0%	4.0%	-0.4%	-12%	-2%
CCN(CC)CCOC(=O)c1c(C)oc2ccc(OC)cc12
 : 7%	3%	-0.5%	i	1%	-2.0%	-4.3%	-4%	-2%
Cc1c(NC(=O)c2ccc(N3CCCC3)c([N+](=O)[O-])c2)cccc1-c1nc2ccccc2s1
 : 0%	-2%	-0.5%	i	-1%	-1.7%	-3.8%	9%	4%
Cc1ccc(SCCCCN2CCNCC2)cc1
 : 14%	18%	1.3%	i	5%	-1.8%	-4.2%	-14%	1%
CCC(C)/C=C/C1=CC2=C(Cl)C(=O)C3(C)OC(=O)C(C(=O)C(C)C(C)O)C3C2=CO1 (stereo unspecified)
 : -7%	11%	0.1%	i	9%	-0.6%	-4.2%	-12%	11%

Compound profiles (already shown).
Entry for COC(=O)c1ccc(CSCC(=O)Nc2ccccc2)cc1 → PhoP inhibition = -6%; P. falciparum M17LAP = 2%; West Nile virus CPE = -0.5%; Yfh1-off respiration = i; Siah-1 displacement = 10%; CSM14.1 death rescue = -0.4%; XIAP displacement = -3.1%; human PMI inhibitors = 6%; P. falciparum M1AAP = 8%
Entry for O=C(Nc1nnc(COc2ccc(Cl)cc2)s1)c1ccc([N+](=O)[O-])cc1 → PhoP inhibition = -11%; P. falciparum M17LAP = 3%; West Nile virus CPE = 0.3%; Yfh1-off respiration = i; Siah-1 displacement = 0%; CSM14.1 death rescue = 4.0%; XIAP displacement = -0.4%; human PMI inhibitors = -12%; P. falciparum M1AAP = -2%

Carrying on.
Sequence of screens: PhoP inhibition	P. falciparum M17LAP	West Nile virus CPE	Yfh1-off respiration	Siah-1 displacement	CSM14.1 death rescue	XIAP displacement	human PMI inhibitors	P. falciparum M1AAP
CC(=O)Oc1ccc2cc(-c3ccccc3)c(=O)oc2c1
 : -5%	-132%	0.4%	i	1%	.	.	.	-3%
CSc1sc(-c2ccnc(=S)[nH]2)c(-c2ccccc2)c1C#N
 : -6%	10%	0.1%	i	-7%	.	.	.	1%
COc1ccc(CCNC(=O)c2cn3ccc(C)cc3n2)cc1OC
 : 5%	1%	-1.0%	i	1%	-0.6%	-0.9%	6%	-5%
O=S(=O)(Nc1ccc(-n2cnnn2)cc1)c1ccc(F)c(F)c1F
 : -3%	7%	0.0%	i	9%	.	.	.	6%
Cc1csc(N(C(=O)Cc2ccccc2F)c2ccccc2)n1
 : -4%	-3%	-0.1%	i	8%	-2.5%	-6.9%	-5%	0%
COc1ccc(N2CCN(C(=O)c3cn(C4CCCC4)c(=O)c4c3c3ccccc3n4C)CC2)cc1
 : -13%	3%	.	.	-1%	3.4%	-7.1%	0%	14%
CCOC(=O)c1cc(NC(=O)NCc2ccco2)c(C)nc1C
 : -2%	26%	0.1%	i	1%	0.1%	-7.8%	11%	3%
CCCCn1c(=O)c2c(c3ccccc31)OCC(=O)N2
 : .	.	0.1%	i	0%	0.9%	1.4%	12%	.
CCc1c(C)nc2c(OC)cccc2c1Cl
 : .	.	-0.6%	i	4%	-1.3%	-2.7%	7%	.
O=C(Nc1ccc2snnc2c1)N1CCOCC1
 : 2%	12%	-0.1%	i	-4%	-1.4%	-4.8%	2%	1%
O=C(Nc1ccccc1)c1nnn(Cc2ccccc2)c1NC(=O)C(F)(F)F
 : 0%	-3%	1.2%	i	-4%	-3.0%	-2.9%	-2%	-3%
